Source: PubChem BioAssay
Lipid droplet: modulators of hepatic lipid droplet formation; AML12 mouse hepatocytes, oleate lipid droplets, BODIPY imaging; inhibition, % at 6.5 µM; 240,000 tested, 0.4% active;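 active = lipid droplet intensity inhibited by at least 50%, with more than 500 cells counted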
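Material – AML12 mouse liver cells · Also added – oleate loading, 100 µM · Compound dosing – 6.5 µM single-point dosing · Times – overnight treatment with compound plus oleate · Measured by – fluorescence imaging, 20x objective, two fields per well · Read-out – percent inhibition of filter-corrected integrated lipid droplet intensity per well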
NOD2 inhibition: inhibition of NOD2-driven NF-kB reporter – cell-based, luminescence, uHTS, HEK293 (AID 1566); HEK293 NOD2/NF-kB luciferase reporter, luminescence; higher % means a stronger effect; inhibition, % at 4 µM, or EC50 in µM where a hit was titrated; 290,000 tested, 0.63% active; in the data active = inhibition above about 50%; note: many of its hits are not listed in these tables
Yfh1-off respiration: enhancers of respiration in Yfh1-depleted yeast, dose response, Friedreich's ataxia, plus single-dose screen (AID 1465) | S. cerevisiae Yfh1-off respiration, WST-1 reduction, 72 h; higher fold induction means a stronger effect | fold induction at 50 µM; hits with a dose series show EC50 in µM | 220,000 tested, 0.074% active;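 active = fold induction of absorbance versus untreated yeast above a set limit, then at least 30% activation at any dose in follow-up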;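 note: activators that raise dye reduction in frataxin-depleted yeast; strong numbers were not always called active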
MT stabilize HCS: microtubule stabilization, imaging screen; AID 2205; % tubulin-high responders, % at 10 µM; HeLa tubulin immunostaining HCS, 24 h; share of cells brighter than vehicle mean+2SD; 200,000 tested, 0.83% active;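 active = plate Z-score above 3 for both tubulin-high and condensed-nucleus cell shares, with cell loss under 80%, at 10 µM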;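 note: anti alpha tubulin signal scored within the nucleus-defined area of each cell; some results filed as inactive read as strong as hits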
b-catenin transl: beta-catenin nuclear translocation modulation; HeLa beta-catenin nuclear translocation, immunofluorescence imaging; nuclear translocation activity, % at 5 µM; 190,000 tested, 0.3% active; AID 1665;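 active = nuclear translocation activity above 50% at 5 µM, with a well cell count of 50 or more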;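 note: per-cell ratio of nuclear to cytoplasmic median beta-catenin stain intensity; plate controls were DMSO negative control for no effect and GSK-3 inhibitor IX positive control for full effect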
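Assay system: human HeLa cells, native beta-catenin; doses: 5 µM primary, 0.02–20 µM confirmation; incubation: compound treatment 24 h, 37°C, 5% CO2; technique: fluorescence imaging of beta-catenin antibody stain plus DAPI; measure: % activation, nuclear-to-cytoplasmic median beta-catenin signal ratio per cell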
Dynein cargo inh: dynein cargo transport inhibition. 3617.4 mouse cells, GR-EGFP nuclear translocation imaging; test concentration mostly 20 µM; stimulated with dexamethasone, 1 µM; hits give low values. z-score, hits read low. 220,000 tested, 0.47% active. AID 1381;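 active = plate z-score of nuclear minus cytoplasmic receptor signal below a set negative limit, without overly bright fluorescence or cell loss, cut at about -3.5 in these data, passing the limit was not always enough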;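 note: z-score of nuclear minus cytoplasmic ring GR-EGFP intensity difference per well; some compounds called inactive have numbers as strong as hits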
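Medium: Induction medium lacking tetracycline, stripped serum | Probe or stimulus: 1.0 µM final dexamethasone stimulus | Schedule: 48 h induction, then 1 h compound, then 30 min agonist, 37 °C | Signal: Automated 10x imaging of fixed Hoechst-stained cells | Evaluation: Per-cell GR-EGFP intensity, nucleus versus surrounding cytoplasmic ring, well-averaged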
WT yeast gro inh: growth inhibition of WT yeast, mitochondrial fusion screen; AID 1362; mitochondrial fusion phenotypic screen, WT strain; inhibition, % at 10 µM; 190,000 tested, 2.1% active; in the data active = inhibition above about 58%; tested in S. cerevisiae
Insulin prom up: MIN6 insulin promoter up-regulation. MIN6 insulin promoter-GFP reporter, high-content imaging; hits give high values. z-score at 5 µM. 190,000 tested, 0.3% active. AID 1625;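 active = z-score above 3 at 5 µM with at least 500 cells counted in the well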
Autophagy HCS: alters autophagy in cells; MEF GFP-LC3 puncta imaging; test concentration mostly 10 µM; calls only at 10 µM (by protocol); 190,000 tested, 0.98% active;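 active = percentage of spot-positive cells more than 3 SD above its plate mean, without a fluorescence outlier flag or 80% toxicity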;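 note: spot-positive cell cutoff set from DMSO-treated cells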
WT yeast gro inh mutant strain: further read-out of WT yeast gro inh, marked with its call; inhibition, %; mitochondrial fusion phenotypic screen, mutant strain inhibition
Dynein cargo inh cytoplasmic EGFP: second read-out of Dynein cargo inh, no call of its own (marks repeat the call); z-score; measured here: cytoplasmic GR-EGFP intensity; hits give high values
Dynein cargo inh nuclear GR-EGFP: also measured in Dynein cargo inh; calls as there; z-score; measured here: nuclear GR-EGFP intensity;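 lower value marks the stronger effect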
Dynein cargo inh cell count: further read-out of Dynein cargo inh, marked with its call; z-score; measured here: cell count per field
Insulin prom up cell count: further read-out of Insulin prom up, marked with its call; cell count; measured here: cytotoxicity, nuclei count;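 total cells summed across four imaged fields per well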
Lipid droplet cells 6.5 µM: recorded beside Lipid droplet, whose call it bears; cell count; measured here: cell count, cytotoxicity flag;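 cells counted across two imaged fields per well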
b-catenin transl cell count 5 µM: recorded beside b-catenin transl, whose call it bears; cell count; measured here: cell count, cytotoxicity flag
MT stabilize HCS Hoechst-high %: further read-out of MT stabilize HCS, marked with its call; % Hoechst-high responders; measured here: nuclear condensation Hoechst responders;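 share of cells brighter than vehicle mean plus two SD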
MT stabilize HCS cytotoxicity %: further read-out of MT stabilize HCS, marked with its call; toxicity, %; measured here: cytotoxicity by cell density;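 0% = mean cell density of plate MIN control wells and 100% = no cells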
Autophagy HCS cell loss 18 h: further read-out of Autophagy HCS, marked with its call; toxicity, %; measured here: cell loss, nuclei count;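 cell loss after 18 h compound exposure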
An asterisk follows results filed as active; i = inactive; / = not tested or not shown. Some of the compounds tested; count on the stated rates, not on these rows.

SMILES	Lipid droplet	Lipid droplet cells 6.5 µM	NOD2 inhibition	Yfh1-off respiration	MT stabilize HCS	MT stabilize HCS Hoechst-high %	MT stabilize HCS cytotoxicity %	b-catenin transl	b-catenin transl cell count 5 µM	Dynein cargo inh	Dynein cargo inh cytoplasmic EGFP	Dynein cargo inh nuclear GR-EGFP	Dynein cargo inh cell count	WT yeast gro inh	WT yeast gro inh mutant strain	Insulin prom up	Insulin prom up cell count	Autophagy HCS	Autophagy HCS cell loss 18 h
COCCn1cc(C(=O)NCc2ccco2)c2c3ccccc3n(C)c2c1=O	18	762	17%	i	2.0	1.3	6.8	-2.7	1047	-0.16	-0.3	-0.24	0.35	1	5	/	/	i	9
COc1ccc(S(=O)(=O)N2CC(C)N(S(=O)(=O)c3ccc(OC)cc3)CC2C)cc1 (stereo not drawn)	/	/	-13%	i	/	/	/	-4.3	1061	/	/	/	/	9	2	-0.16	1298	/	/
COC(=O)c1cccc(NC(=O)CCSc2ccc(Cl)cc2)c1C	/	/	6%	i	3.2	1.8	10	1.0	1468	-0.63	-0.16	-0.43	0.95	13	13	0.12	1669	i	35
O=C(Nc1ccc2c(c1)OCO2)c1cnc2n(c1=O)CCS2	-4	726	-40%	i	1.5	1.6	6.8	0.0	1018	0.52	0.0036	1.1	-1.8	5	5	/	/	i	-4
O=C(CSc1ccsc1[N+](=O)[O-])Nc1cc(F)ccc1F	6	602	7%	i	1.8	1.6	0.8	-2.0	952	-0.46	-0.21	-0.2	-0.63	-4	6	/	/	i	-2
CCOC(=O)CC1C(=O)NCCN1C(=O)c1cccc(C(F)(F)F)c1 (stereo not drawn)	/	/	-4%	i	3.4	2.0	13	-2.5	1002	0.34	-0.14	0.09	-0.54	-5	-3	-0.21	1348	i	8
Cc1cc(C)nc(N(C#N)Cc2ccc(Br)cc2)n1	-3	727	4%	i	2.8	1.8	5.7	/	/	0.099	-0.28	-0.58	-0.33	-17	16	-0.27	1264	i	-2
CCc1nnc(NC(=O)C2(C)COC(c3ccc(OC)cc3)OC2)s1 (stereo not drawn)	14	727	5%	i	3.1	2.2	7.1	/	/	0.56	-0.27	0.018	0.47	-5	-14	0.08	1185	i	-2
CN(C)S(=O)(=O)c1ccc(NC(=O)C2COc3ccccc3O2)cc1 (stereo not drawn)	-65	766	4%	i	4.9	3.2	2.0	6.0	822	-0.21	-0.19	0.22	0.49	0	-5	/	/	i	-3
Cc1nc2ccccn2c1P(=Nc1ccccc1)(N(C)C)N(C)C	/	/	6%	i	1.7	2.2	11	-4.4	1057	-0.6	-0.19	-0.13	0.14	-16	-19	-0.75	1128	i	-5
COc1cccc(-n2c(SCC#N)nnc2-c2cnccn2)c1	/	/	5%	i	2.3	1.5	7.7	/	/	-0.096	-0.21	0.087	0.11	-4	-12	/	/	i	-25
Cc1ccc(N=CC2=C(O)CC(C)(C)CC2=O)nc1	12	783	4%	i	1.6	1.3	9.5	-14	1167	1.9	0.05	0.76	-1.5	-21	-95	/	/	i	-10
CN1CCN(c2nc3c(c(=O)n(C)c(=O)n3C)n2CCSc2nc3ccccc3s2)CC1	-17	708	1%	i	4.2	2.0	11	0.8	1013	0.7	-0.27	0.76	-0.41	14	1	0.27	1347	i	1
CCCOc1ccc(C(C)=O)cc1CC(C(=O)OCC)C(=O)OCC	/	/	20%	i	2.5	1.4	5.5	0.8	1287	-0.49	-0.22	-0.46	-0.38	9	-8	0.34	1538	i	1
CC(=O)N(C)c1ccc(NC(=O)C(F)(F)F)cc1	0	722	4%	i	4.0	3.3	7.1	-2.2	1159	-0.52	-0.2	-0.21	1.1	-23	4	0.32	1205	i	-8
O=C(NCCN1CCOCC1)C1CCN(S(=O)(=O)N2CCCC2)CC1	28	740	14%	i	1.9	0.7	3.8	/	/	-0.53	-0.3	-0.33	0.24	-9	6	0.16	1277	i	1
COCCN=C1Sc2nc3ccc(C)cc3cc2CN1Cc1cccs1	-10	666	-1%	i	3.3	2.3	11	-0.2	988	-0.5	-0.31	-0.12	0.85	34	32	-1.8	1297	i	-17
CC(=O)N1C(=O)/C(=C2\SC(=S)N(NS(=O)(=O)c3ccc(C)cc3)C2=O)c2ccccc21	-2	701	-23%	i	1.7	1.6	13	0.7	1025	0.41	-0.057	0.57	-1.2	7	-5	0	1488	i	17
CSc1nc2cc3c(cc2n1C(=O)c1ccc(C)cc1)OCCO3	/	/	-11%	i	2.5	1.7	5.9	-0.5	1370	-0.26	-0.19	0.31	0.99	6	6	-0.12	1521	i	8
CC(=O)Oc1ccc(-c2cccc(C(=O)NCCO)c2)cc1	15	692	10%	i	1.9	2.1	9.8	-2.3	1075	-0.27	-0.14	-0.2	-0.47	12	11	-0.79	1175	i	8
COc1ccc(-c2cn3cc(C)ccc3n2)cc1OC	0	710	-129%	i	3.3	2.8	3.0	/	/	0.24	-0.24	0.13	0.39	11	5	0.03	1210	i	-6
Fc1ccc(C2=CC(c3ccco3)n3nnnc3N2)cc1 (stereo not drawn)	0	733	-5%	i	/	/	/	2.2	1302	0.17	-0.25	0.096	0.54	/	/	/	/	/	/
O=C1CC(c2ccc(F)cc2)Cc2nc(N3CCN(c4ccccc4)CC3)ncc21 (stereo not drawn)	24	704	5%	i	5.6	2.2	4.3	-2.6	1083	0.36	-0.13	0.45	-0.047	4	8	-0.13	763	i	15
COc1cc(Cl)c(C)cc1NC(=O)COC(=O)c1cc[n+]([O-])cc1	3	673	15%	i	2.8	2.8	9.7	0.5	1102	-0.68	-0.34	-0.26	0.68	-15	-3	0.36	1001	i	-2
CCOc1ccccc1C1CC(c2cccc(NS(C)(=O)=O)c2)=NN1C(=O)c1ccccc1 (stereo not drawn)	-4	612	2%	i	2.5	2.1	1.1	-4.1	531	-0.24	-0.32	-0.45	0.33	-9	-18	0.34	1462	i	10
CC(=O)C1=NN(c2ccccc2)C2(S1)S/C(=C\c1ccccc1)C(=O)N2c1ccccc1 (stereo not drawn)	-17	731	-12%	i	2.1	1.6	13	1.2	1119	-0.3	-0.19	0.21	0.52	20	10	-0.54	893	i	-9
O=S(CCc1ccncc1)Cc1ccccc1 (stereo not drawn)	-1	774	5%	i	2.8	2.9	12	0.3	1097	0.52	-0.22	0.54	1	0	-3	-1	1218	i	-4
COc1cccc(-c2nc(CS(=O)CC(=O)NCc3ccc4c(c3)OCO4)c(C)o2)c1 (stereo not drawn)	/	/	-23%	i	5.0	5.2	13	/	/	-0.4	-0.21	-0.047	0.5	6	-4	-0.14	946	i	10
Cc1nc2nc(SCc3nc4ccccc4[nH]3)[nH]c2cc1Br	11	701	-31%	i	/	/	/	0.4	1303	-0.98	-0.25	-0.14	1.6	/	/	/	/	/	/
O=C(NC1CCCC1)C(c1ccccc1)N(C(=O)c1ccno1)c1cccnc1 (stereo not drawn)	/	/	5%	i	3.1	1.9	2.8	-1.4	1148	1.7	-0.19	0.91	-1.1	-7	-26	-0.02	1130	i	-14

Overlap with the part before: 2 entries, then new ones.
SMILES	Lipid droplet	Lipid droplet cells 6.5 µM	NOD2 inhibition	Yfh1-off respiration	MT stabilize HCS	MT stabilize HCS Hoechst-high %	MT stabilize HCS cytotoxicity %	b-catenin transl	b-catenin transl cell count 5 µM	Dynein cargo inh	Dynein cargo inh cytoplasmic EGFP	Dynein cargo inh nuclear GR-EGFP	Dynein cargo inh cell count	WT yeast gro inh	WT yeast gro inh mutant strain	Insulin prom up	Insulin prom up cell count	Autophagy HCS	Autophagy HCS cell loss 18 h
Cc1nc2nc(SCc3nc4ccccc4[nH]3)[nH]c2cc1Br	11	701	-31%	i	/	/	/	0.4	1303	-0.98	-0.25	-0.14	1.6	/	/	/	/	/	/
O=C(NC1CCCC1)C(c1ccccc1)N(C(=O)c1ccno1)c1cccnc1 (stereo not drawn)	/	/	5%	i	3.1	1.9	2.8	-1.4	1148	1.7	-0.19	0.91	-1.1	-7	-26	-0.02	1130	i	-14
O=C(Nc1ccc(O)cc1)c1c(O)c2c([nH]c1=O)CCCC2	6	640	-114%	i	5.0	2.0	6.7	-1.5	1022	0.25	-0.35	0.54	0.44	4	5	0.43	1227	i	23
C=CCOC(=O)C(C#N)c1nc2ccccc2nc1N1CCC(C(=O)OCC)CC1 (stereo not drawn)	2	662	4%	i	2.5	2.9	7.4	-1.0	1137	-0.04	-0.09	0.29	0.28	3	-18	0.36	1136	i	-13
Cc1ccc(NC(=S)N2CCCCC2)cc1C	3	768	-16%	i	/	/	/	0.3	1288	-0.59	-0.2	0.046	0.048	/	/	-0.5	973	/	/
CC(=O)Nc1ncc(Cc2cccc(Cl)c2)s1	-2	726	-1%	i	2.1	1.4	4.8	0.6	1037	0.93	-0.29	0.55	0.37	12	21	/	/	i	-28
Cc1cc(C)cc(OCC(=O)Nc2ccc(N3CCN(C(=O)c4ccco4)CC3)cc2)c1	-4	725	-9%	i	3.3	2.1	8.1	-4.2	1059	0.36	-0.22	0.036	-0.098	12	10	1.6	1844	i	11
